Tb PFK inh: blocks T. brucei phosphofructokinase; O15648; T. brucei PFK, ADP-Glo luminescence; Potency, µM (highest dose often 57.5 µM), for inactives: at the top dose activity, negative = inhibition, usual class: inhibitors; 330,000 compounds, 0.17% hits;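 further: potency means the concentration at half of the fitted maximal effect; 0% = uninhibited 1x PFK enzyme wells and -100% = no-enzyme wells; nearly all actives have a fitted effect of over 60% in size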
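Compounds were pin-transferred as a titration series up to 57 uM into substrate buffer (0.5 mM F6P, 0.1 mM ATP, pH 8.0), then 1.25 nM PFK was added and reactions ran 45 min before ADP-Glo detection.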
GALK inhibitor: inhibitors of human galactokinase | P51570 | Purified GALK, Kinase-Glo residual ATP luminescence | Potency, µM (series often up to 57.5 µM), for the others: at the top dose activity change, negative = inhibition, most hits filed as inhibitors | 270,000 compounds, 0.007% hits | AID 1868; further: potency means the concentration at half of the fitted maximal effect; on the % scale 0 is the no-effect control and ±100 the full control effect
Target sequence (P51570 whole entry, looked up): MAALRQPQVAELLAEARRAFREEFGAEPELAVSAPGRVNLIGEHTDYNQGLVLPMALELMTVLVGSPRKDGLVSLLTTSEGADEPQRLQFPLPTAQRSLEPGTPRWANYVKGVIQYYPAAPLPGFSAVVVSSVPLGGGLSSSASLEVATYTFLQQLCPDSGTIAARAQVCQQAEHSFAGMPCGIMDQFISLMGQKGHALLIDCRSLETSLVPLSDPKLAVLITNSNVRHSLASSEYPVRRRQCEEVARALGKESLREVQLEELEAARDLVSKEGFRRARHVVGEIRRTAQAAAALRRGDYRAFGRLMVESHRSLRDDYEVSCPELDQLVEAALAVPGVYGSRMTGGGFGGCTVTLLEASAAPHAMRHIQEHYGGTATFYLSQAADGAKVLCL
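5 nM enzyme, 35 uM ATP, 100 uM galactose, 20 mM HEPES pH8.0, 5 mM MgCl2; 1 h RT; residual ATP by Kinase-Glo Plus luminescence, qHTS format.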
Giardia kill: Giardia lamblia killing; Giardia lamblia trophozoite viability; activity change, % at 7.66 µM, hits read low; 340,000 compounds, 0.15% hits; AID 540267; in the data active means activity change below about -80%; inconclusive means between about -30% and that limit;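 further: parasites exposed to compound for two days anaerobically before the ATP read; on the % scale 0 is the no-effect control and ±100 the full control effect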
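Trophozoite viability was measured as ATP-dependent luminescence, read 15-30 min after reagent addition. Before that, parasites at 100 cells/well were exposed to compounds for 48 h, anaerobically, at 37 deg C.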
B2AR arrestin: beta2AR (human) beta-arrestin recruitment activity; P07550; beta-arrestin recruitment to beta2AR, cell-based reporter; Potency, µM (series often up to 46.1 µM), for inactives: at the highest dose activation, actives largely listed as activators; 330,000 compounds, 0.02% hits; AID 492947;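 further: potency means the concentration at half of the fitted maximal effect; 0% = DMSO controls and full agonism = EC100 isoproterenol or metaproterenol; nearly all actives have a fitted effect of over 65% in size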
BCR signal inh: chronic active BCR signaling inhibition | 340,000 compounds, 0.05% hits | ABC-DLBCL IkBa-CBG/CBR reporter, luminescence ratio, 4 h | Potency, µM (top dose mostly 46.1 µM), inactives show at the top dose ratio change, negative = lower green/red ratio, usual class: inhibitors; active means well fitted inhibition curve with a large enough effect in the signal ratio, with a control signal flat, not every such curve was filed as active; inconclusive means small, poorly fitted or top-dose-only effect, or effect the other way, or a change in a side signal; the % refers to the signal ratio;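 further: potency means the concentration at half of the fitted maximal effect; plate controls were basal doxycycline-induced cells for no effect and cells given 10 µM MG132 for full effect; MG132 reads +100%, hits lower the ratio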
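TMD8 human ABC-DLBCL cells with doxycycline-inducible IκBα–green luciferase fusion and unfused red luciferase, in 0.5% FBS medium; compounds up to 46 uM, 4 h at 37C. Green/red luminescence ratio, filter-overlap corrected, fitted to concentration-response curves.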
a7 integrin act: activates integrin-mediated alleviation for muscular dystrophy; alpha7betagal myoblasts, beta-gal FDG fluorescence, 48 h; Potency, µM (top dose mostly 38.3 µM), for the others: at the top dose activation, hits mostly activators; 350,000 compounds, 0.064% hits;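 further: potency means the concentration at half of the fitted maximal effect; 100% = response of the positive control SU9516; nearly all actives have a fitted effect of over 60% in size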
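alpha7betagal+/- myoblasts (passage 13, 250/well) treated 48 h at 37C with compounds at 1:260 dilution of DMSO stock. Lysed, then beta-galactosidase activity read as FDG fluorescence (ex 480/em 540) after 30 min, with pre-read for autofluorescence.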
FBPA coupling cs: inhibits coupling enzyme system, counter-screen for aldolase hits; 290,000 compounds, 0.67% hits; coupling enzyme system counterscreen, AmpLite Red fluorescence; activity change, negative = inhibition, % at 58.2 µM, hits read low; in the data active means activity change below about -30%; further: on the % scale 0 is the no-effect control and ±100 the full control effect
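Counterscreen lacking aldolase: glyceraldehyde-3-phosphate coupling-enzyme reagent preincubated 10 min at RT with compound (at 57.5 uM final), then substrate/coupling system with AmpLite Red added; fluorescence read at 525/598 nm after 20 min RT.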
TSG101-PTAP inh: blocks PTAP/TSG101 interaction to inhibit HIV-1 budding; Q99816; Fluorescence polarization, FITC-PTAP peptide / Tsg101 binding; Potency, µM (top dose mostly 115 µM), for the others: at the highest dose activity change, negative = inhibition, hits mostly inhibitors; 340,000 tested, under 10 active; AID 493005; active means well fitted inhibition curve with a large enough effect in the main read-out, with a control signal flat, not every such curve was filed as active; inconclusive means small, poorly fitted or top-dose-only effect, or effect the other way, or a change in a side signal; inactive means no such curve, though single readings can be large or run the other way; further: potency means the concentration at half of the fitted maximal effect; % of control where 0% means no effect
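Compounds were pin-transferred onto Tsg101 binding domain (10 uM final) in HEPES pH 7.5 buffer, then FITC-PTAP peptide was added at 50 nM final. After 20 min at RT, polarization reported peptide displacement across a qHTS concentration series.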
PKM2 act: PKM2 (human) enzyme activation. purified PKM2, Kinase-Glo ATP luminescence, activation; response scale: 0% is enzyme alone, no compound. 260,000 compounds, 0.34% hits. P14618. AID 1631. Potency, µM (series often up to 57.5 µM), inactives show top-dose activation, usual class: activators; further: potency means the concentration at half of the fitted maximal effect; on the % scale 0 is the no-effect control and ±100 the full control effect; nearly all actives have a fitted effect of over 55% in size
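Purified hPK-M2 (>95%) run at intermediate activity with 0.1 mM ADP and 0.5 mM PEP in 50 mM imidazole pH 7.2, KCl, MgCl2; 1 h room temperature. ATP formed read by Kinase-Glo luminescence; normalized to uninhibited and no-enzyme controls.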
S-ASM inh: human S-ASM enzyme inhibition; P17405; placental ASM, HMU-PC fluorogenic substrate, 60 min; Potency, µM (top dose mostly 57.5 µM), for the others: at the highest dose activity change, negative = inhibition, hits mostly inhibitors; 340,000 compounds, 0.006% hits; further: potency means the concentration at half of the fitted maximal effect
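Fluorogenic HMU-PC substrate (9 uM final) is turned over by placental ASM in 60 min at 37 C after a 10 min compound preincubation. Reaction ended by alkaline stop (pH 10), with fluorescence read at 386/447 nm.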
Menin-MLL TR inh: menin-MLL binding inhibition, Texas Red mutant peptide; Menin + Texas Red MLL mutant peptide, fluorescence polarization; 270,000 compounds, 0.23% hits; O00255; Potency, µM (top dose mostly 61.6 µM), inactives show at the highest dose FP activity change, negative = inhibition, most hits filed as inhibitors; AID 1768; active means well fitted inhibition curve with a large enough effect in the polarisation, with a control signal flat, not every such curve was filed as active; inconclusive means small, poorly fitted or top-dose-only effect, or effect the other way, or a change in a side signal; inactive means no such curve, though single readings can be large or run the other way; the % refers to the polarisation; further: potency means the concentration at half of the fitted maximal effect; % of control where 0% means no effect; many of its hits are not listed in these tables
Target sequence (O00255 whole entry, looked up): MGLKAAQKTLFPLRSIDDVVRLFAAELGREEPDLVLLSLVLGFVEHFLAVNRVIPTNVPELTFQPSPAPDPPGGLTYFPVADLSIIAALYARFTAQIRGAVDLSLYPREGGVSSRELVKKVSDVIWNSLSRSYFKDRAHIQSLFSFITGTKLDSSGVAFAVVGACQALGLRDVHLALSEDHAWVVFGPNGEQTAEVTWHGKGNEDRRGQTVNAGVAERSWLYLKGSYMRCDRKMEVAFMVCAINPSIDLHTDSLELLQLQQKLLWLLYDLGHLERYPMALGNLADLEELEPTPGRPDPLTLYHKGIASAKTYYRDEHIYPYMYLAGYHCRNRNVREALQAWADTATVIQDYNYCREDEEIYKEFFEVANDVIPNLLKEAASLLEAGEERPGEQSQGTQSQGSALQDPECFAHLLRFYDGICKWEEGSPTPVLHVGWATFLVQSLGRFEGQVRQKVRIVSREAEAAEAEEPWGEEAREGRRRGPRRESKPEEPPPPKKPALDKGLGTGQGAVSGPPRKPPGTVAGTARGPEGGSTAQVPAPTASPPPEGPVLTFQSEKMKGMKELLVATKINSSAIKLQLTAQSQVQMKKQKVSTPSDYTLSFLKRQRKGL
* hit, by the source's call; ? = inconclusive; nt = no result given; & = joins results of further samples; [ ] = dose if it differs, or a comment. Unless noted, the call rests on the fitted dose curve; in most records, active means well fitted curve in the direction sought with a large enough effect; inconclusive means small, poorly fitted or top-dose-only effect, or another doubt; inactive means no such curve, though single readings can be large; an effect the other way counts as inactive or inconclusive. A portion of the library, so the mix of outcomes need not match the whole.

SMILES	Tb PFK inh	GALK inhibitor	Giardia kill	B2AR arrestin	BCR signal inh	a7 integrin act	FBPA coupling cs	TSG101-PTAP inh	PKM2 act	S-ASM inh	Menin-MLL TR inh
CCC/C=N/O	3%	nt	10	-1.1%	-1%	nt	nt	-1%	nt	2%	nt
NC(N)=N/N=C/c1ccc(N(c2ccccc2)c2ccccc2)cc1	9%	1%	16	-1.0%	-9%	-60%[inhibitor]	0	-5%	nt	nt	?
CCN1CCN(S(=O)(=O)c2cnc(Cl)c(Br)c2)CC1	2%	-1%	-17	-0.4%	?	-34%	2	-3%	2%	6%	-12%
Cc1ccc(C(=O)CSc2nnc(CNc3ccc(F)cc3)o2)cc1	17µM*	-3%	-5	-0.2%	-23%	7%	0	-6%	-4%	2%	?
O=P(N[C@@H](c1ccccc1)[C@@H]1C[C@H]1CO)(c1ccccc1)c1ccccc1	-8%	nt	-15	-1.2%	0%	8%	0&0	1%	1%&-1%	-2%	0%&-8%
CCOc1cc(C2C(C#N)=C(N)Oc3c2c(=O)oc2ccccc32)ccc1OC(=O)c1cccs1 (centres undefined)	5%	1%	-5	-0.6%	?	-15%	2	1%	3%	nt	?
O=C1C2CCCN2C(c2ccc(Cl)cc2)N1c1ccccn1 (centres undefined)	0%	0%	0	0.4%	0%	5%	-1	-4%	-5%	4%	5%
COC(=O)C(Cc1ccc(N(CCCl)CCCl)cc1)N=Cc1ccccc1O (centres undefined)	5%	-7%	4	-0.4%	?	-64%[inhibitor]	4	4%	1%[11.5 µM]	-13%	?
NNC(=O)CN1C(=O)CN=C(c2ccccc2)c2cc(Br)ccc21	2%	1%	12	0.3%	2%	2%	2	-4%	5%	-2%	nt
O=C(N/N=C/c1c(O)n(CCc2ccccc2)c(=O)[nH]c1=O)c1ccccc1O	0%	nt	13	-0.5%	?	20%	10	-3%	1%	11%	nt
O=C1C2(Cl)C3(Cl)C4(Cl)C(Cl)(Cl)C5(Cl)C3(Cl)C1(Cl)C5(Cl)C24Cl (centres undefined)	3%	nt	2	0.0%	18%	nt	nt	-7%	nt	-9%	nt
Cc1cccn2c(=O)c3c(nc12)N1CCCCCC1C1(C3)C(=O)N(C)C(=O)N(C)C1=O (centres undefined)	-3%	-3%	9	-0.2%	-3%	11%	3	-2%	0%	6%	nt
O=C(COc1ccccc1)N1CCN(CC(O)COc2ccccc2)CC1 (centres undefined)	1%	-2%	-11	-0.2%	9%	-17%	-2	-5%	-6%	4%	-2%
O=c1[nH]c(=O)n(-c2ccc(Cl)cc2)c(O)c1C=Nc1ccc(S(=O)(=O)Nc2nccs2)cc1	0%	0%	-3	3.8%	-1%	-12%	8	-1%	3%	-3%	6%
Cc1ccc(C)c(NC(=S)NC2CC3CCC(C2)N3Cc2ccco2)c1 (centres undefined)	-1%	2%	-3	-0.1%	-8%	-47%[inhibitor]	-6	-4%	-6%	1%	-16%
O=P(C(Cl)Cl)(N1CCCCC1)N1CCCCC1	2%	-1%	-10	-0.1%	11%	20%	2	-2%	-3%	1%	-2%
Cc1ccc(-n2c(C)cc(/C=C3/C(=O)NC(=O)N(C)C3=O)c2C)cc1	6%	-3%	16	-0.4%	3%	2%	-2	-1%	-3%	-8%	-14%
O=C(COc1ccccc1)c1cn(Cc2ccccc2)c2ccccc12	0%	1%	-23	-0.4%	?	-19%	6	21%	14%	-5%	?
CNC1(c2ccccc2Cl)CCCCC1=O (centres undefined)	nt	nt	-10	nt	nt	nt	1	-3%	nt	7%	4%&-15%
Cc1cc(OCC(=O)N2CCN(CC(=O)N3CCOCC3)CC2)c(C(C)C)cc1Cl	-1%	nt	5	-0.1%	-6%	-2%	nt	-5%	nt	0%	nt
COc1cc(C)c(-c2nc(CN3C[C@@H]4C[C@@H](C3)c3cccc(=O)n3C4)c(C)o2)cc1C	3%	-2%	-15	0.2%	-12%	-5%	2	-5%	0%	2%	?
CCCCN1C(=O)NC(=O)/C(=C/c2cnc(SC)nc2)C1=O	-2%	-1%	0	-0.1%	2%	4%	7	-2%	16%	1%	6%
COC(=O)C1=C(c2cccc(OCc3ccccc3)c2)C[C@@H]2CC[C@H]1N2C(=O)NCc1cccc(C(F)(F)F)c1	-1%	nt	16	-0.7%	-2%	-22%	nt	-5%	nt	-5%	nt
CCCCC(C)C(OC(=O)CC(CC(=O)O)C(=O)O)C(CC(C)CC(O)CCCCC(O)CC(O)C(C)N)OC(=O)CC(CC(=O)O)C(=O)O (centres undefined)	0%	nt	2	-2.3%	2%	-7%	2	-7%	0%	7%	-17%
C1CNC2NCCNC2N1 (centres undefined)	-4%	7%	-6	-0.3%	?	-8%	0	-3%	6%	8%	5%
O=C(CNC1CCCCC1)N1CCC2(CC1)OCCO2	0%	-1%	9	0.1%	?	-9%	3	-7%	-6%	3%	-8%
C=CCn1c(O)c(C(C)=Nc2cc(OC)ccc2OC)c(=O)[nH]c1=O	0%	0%	22	-0.3%	0%	14%	0	-1%	8%	-5%	2%
Cn1c(O)c(C=NC2CC(C)(C)NC(C)(C)C2)c(=O)n(C)c1=O	-3%	0%	-15	-0.8%	9%	20%	2	-7%	-27%	37%	0%
CCC1=Nc2cc(C(=O)N3CCC4(CC3)OCCO4)ccc2Sc2ccccc21	1%	-2%	31[activator]	0.4%	5%	-14%	-4	-5%	nt	-2%	3%
CC(=NCc1cccnc1)c1c(O)n(C2CCCCC2)c(=O)[nH]c1=O	1%	0%	38[activator]	-0.5%	?	-21%	-3	-7%	-10%	4%	?
Cn1c(O)c(C(=Nc2ccccc2)SCc2ccccc2Cl)c(=O)n(C)c1=O	-8%	1%	-4	-0.4%	?	2%	-2	1%	0%	5%	nt
COC1=CC=C2[C@H]3Cc4ccc(OC)c5c4[C@@]2(CCN3C)C1O5 (some centres undefined)	2%	nt	-14	-0.9%	-2%	nt	nt	1%	nt	2%	nt
COc1cc(O)c(C(=O)O)c(-c2cc(O)c(O)cc2C)c1	?	-6%	-16	0.0%	?	-45%	3	-7%	0%	6%	nt
CN1CCc2nc3sc(C(=O)NC4CC4)c(N)c3cc2C1	8%	3%	5	0.2%	9%	16%	-25	-6%	2%	18%	-12%
CN(C(=O)CNC(=O)OCc1ccccc1)c1ccc(Br)cc1C(=O)c1ccccc1Cl	0%	1%	22	0.3%	?	-4%	1	-5%	0%	-7%	6%
CC(C)(C)C(=O)c1cn(CC(=O)NCc2ccco2)c2ccccc12	4%	4%	2	-0.9%	-1%	-7%	0	-7%	-1%	-2%	1%
C=Cn1ccnc1P(=S)(c1ccccc1)c1nccn1C=C	-2%	-1%	4	0.0%	3%	33%	1	0%	-1%	0%	3%
C=CCN1C(=O)NC(=O)C(CCc2ccncc2)(CCc2ccncc2)C1=O	-4%	1%	-2	0.5%	-2%	-50%[inhibitor]	7	-2%	-6%	1%	-16%
CC(C)C1C(c2ccccc2)N(C)C(c2ccccc2)CC1(O)c1ccccc1 (centres undefined)	-1%	-2%	14	0.0%	4%	-57%[inhibitor]	-5	-9%	-1%	-3%	nt
COc1ccc(CN2CCN(Cc3ccccc3)CC2)c(OC)c1	-2%	5%	47[activator]	-0.9%	0%	7%	0	nt	3%	11%	-10%
COc1ccc(S(=O)(=O)N2CCOCC2)cc1NC(=O)COC(=O)Cc1ccccc1	-1%	nt	54[activator]	-0.1%	-1%	17%	nt	-6%	nt	-1%	nt
CCN1CCN(C(=O)Cc2ccccc2OC)CC1	3%	1%	24	0.0%	?	38%	3	0%	0%	0%	-3%
C[C@H]1CN([C@@H](C)CO)C(=O)c2cc(NC(=O)Nc3cccc4ccccc34)ccc2O[C@@H]1CN(C)Cc1ccc(-c2ccccc2)cc1	-1%	nt	20	0.3%	5%	-10%	nt	0%	nt	?	nt
CCOC(=O)c1ccc(NC(=O)N2C[C@@H]3C[C@@H](C2)c2cccc(=O)n2C3)cc1	-6%	nt	1	2.9%	6%	0%	1	-3%	-4%	-2%	-15%
CC1(C)N2CC3([N+](=O)[O-])CN1CC([N+](=O)[O-])(C2)C3	2%	4%	-7	-0.4%	-7%	-16%	1	-3%	-3%	2%	nt
C=CCN1CC[C@]23c4c5ccc(O)c4O[C@H]2/C(=N/NC(=O)c2ccccc2)CC[C@@]3(O)[C@H]1C5	nt	nt	1	nt	nt	nt	2	-3%	-4%	5%	1%&-2%

Bioassay records deposited in PubChem by National Center for Advancing Translational Sciences (NCATS).
